Screening results (PubChem)
Tau FP inhib – blocks human tau fibril formation measured by polarization. K18 P301L tau heparin fibrillization, Alexa594 FP, 6 h. Potency, µM (titrated, usually from 57.7 µM), inactives show at the top dose activity, negative = inhibition, most hits filed as inhibitors. 280,000 compounds, 0.39% hits. AID 1468; further: on the % scale 0 is the no-effect control and ±100 the full control effect; nearly all actives have a fitted effect of over 55% in size
Target sequence (P10636 561-689 P618L limits assumed): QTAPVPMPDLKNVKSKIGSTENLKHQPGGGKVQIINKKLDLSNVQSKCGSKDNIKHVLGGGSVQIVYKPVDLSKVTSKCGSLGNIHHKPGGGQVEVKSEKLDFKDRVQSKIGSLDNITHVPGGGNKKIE
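Heparin (20 uM) drove fibril formation of recombinant tau K18 P301L, 15 uM unlabeled with 0.24 uM Alexa 594 label, for 6 hr at 37 C in 100 mM sodium acetate pH 7. Fluorescence polarization (555/632 nm) read 1 hr after 30 uM ThT.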
Tau fibril ThT – blocks human tau fibril formation measured by thioflavin T | P10636 | recombinant tau K18 P301L, heparin-induced fibrillization, ThT fluorescence | Potency, µM (top dose mostly 57.4 µM), inactives show top-dose activity, negative = inhibition, hits mostly inhibitors | 270,000 compounds, 2.1% hits; further: on the % scale 0 is the no-effect control and ±100 the full control effect; nearly all actives have a fitted effect of over 55% in size
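Aggregation was driven by heparin (20 uM final) acting on recombinant tau […] bearing P301L in 100 mM sodium acetate pH 7; fibrils were detected with Thioflavin T.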
HTT ATP protect – Huntington cell model cytoprotection by ATP luminescence. PC12 HTT-Q103 induced, cytoprotection, ATP luminescence, 40 h. Potency, µM (titrated, usually from 56.4 µM), for the others: cytoprotection (ATP increase), most hits filed as activators. 230,000 compounds, 0.14% hits. AID 1471;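 further: % of control where 0% means no effect; nearly all actives have a fitted effect of over 45% in size; toxic huntingtin expression switched on by the ecdysone agonist tebufenozide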
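ATP quantification (ATPlite) reports survival of PC12 cells in which tebufenozide, 100 nM final, switches on Htt exon 1 with 103 glutamines linked to GFP; compounds are titrated.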
Tau fluor cs – counter-screen for tau fibril formation inhibitors; tau K18 P301L Alexa594 fluorescence, heparin fibrillization; Potency, µM (top dose mostly 57.7 µM), for inactives: at the top dose activity change, negative = decrease; 280,000 compounds, 0.93% hits; AID 1463; further: on the % scale 0 is the no-effect control and ±100 the full control effect; nearly all actives have a fitted effect of over 55% in size
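Human tau K18 P301L (15 uM unlabeled, 0.24 uM Alexa 594-labeled) in 100 mM sodium acetate pH 7 with 20 uM heparin, 6 hr at 37 C. ThT 30 uM added, 1 hr ambient; Alexa 594 FP and total fluorescence read at 555/632 nm.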
JMJD2E inh – blocks human JMJD2E demethylase activity; JMJD2E catalytic domain, FDH-coupled NADH fluorescence (FDH is formaldehyde dehydrogenase); 230,000 compounds, 1.6% hits; B2RXH2; Potency, µM (top dose mostly 57.1 µM), for inactives: at the highest dose activity change, negative = inhibition, hits mostly inhibitors; active means well fitted inhibition curve with a large enough effect, not every such curve was filed as active; inconclusive means small, poorly fitted or top-dose-only effect, or another doubt; inactive means no such curve, though single readings can be large or run the other way;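 further: 0% = wells with enzyme and -100% = buffer wells without enzyme; nearly all actives have a fitted effect of over 50% in size; many of its hits are not listed in these tables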
Target sequence (B2RXH2 1-337 limits assumed): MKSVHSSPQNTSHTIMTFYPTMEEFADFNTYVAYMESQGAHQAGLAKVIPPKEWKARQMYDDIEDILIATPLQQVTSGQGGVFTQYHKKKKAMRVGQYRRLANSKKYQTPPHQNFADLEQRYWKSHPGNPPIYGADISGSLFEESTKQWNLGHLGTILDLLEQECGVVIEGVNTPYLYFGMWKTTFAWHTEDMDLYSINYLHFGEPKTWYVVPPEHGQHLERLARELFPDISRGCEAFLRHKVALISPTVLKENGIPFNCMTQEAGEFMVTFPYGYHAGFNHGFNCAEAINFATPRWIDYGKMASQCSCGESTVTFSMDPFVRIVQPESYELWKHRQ
ALDH1A1 inh – blocks purified human ALDH1A1 activity | Potency, µM (doses to about 75.3 µM), without a hit: top-dose activity, negative = inhibition, most hits filed as inhibitors | 220,000 compounds, 7.3% hits | P00352 | AID 1030 | Purified ALDH1A1, NADH fluorescence, propionaldehyde substrate; active means well fitted inhibition curve with a large enough effect, not every such curve was filed as active; inconclusive means small, poorly fitted or top-dose-only effect, or another doubt; inactive means no such curve, though single readings can be large or run the other way;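 further: plate controls were no enzyme wells and a reference inhibitor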
Target sequence (P00352 whole entry, looked up): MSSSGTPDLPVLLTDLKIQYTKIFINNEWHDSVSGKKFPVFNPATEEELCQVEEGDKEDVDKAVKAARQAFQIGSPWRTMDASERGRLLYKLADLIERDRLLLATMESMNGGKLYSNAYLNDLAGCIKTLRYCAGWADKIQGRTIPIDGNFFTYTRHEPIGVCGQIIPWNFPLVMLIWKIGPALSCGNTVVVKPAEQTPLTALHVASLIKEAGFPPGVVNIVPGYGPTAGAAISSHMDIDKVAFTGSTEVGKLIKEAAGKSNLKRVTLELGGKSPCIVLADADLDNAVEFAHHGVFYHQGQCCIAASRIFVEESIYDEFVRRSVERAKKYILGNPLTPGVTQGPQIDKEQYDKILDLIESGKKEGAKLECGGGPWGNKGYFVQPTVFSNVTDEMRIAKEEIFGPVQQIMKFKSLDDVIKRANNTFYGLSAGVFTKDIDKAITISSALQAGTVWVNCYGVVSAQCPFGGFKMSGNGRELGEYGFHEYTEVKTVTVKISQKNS
HTT aggregate – mutant huntingtin aggregation inhibition. PC12 HttQ103-GFP aggregates, Acumen cytometry, 40 h. Potency, µM (titrated, usually from 46.1 µM), inactives show at the top dose activity change, negative = inhibition, usual class: inhibitors. 220,000 compounds, 1.1% hits. AID 1688; further: on the % scale 0 is the no-effect control and ±100 the full control effect; nearly all actives have a fitted effect of over 60% in size
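Using laser scanning cytometry, GFP-positive aggregates were counted after lysis of PC12 cells induced with 100 nM tebufenozide to express HTT exon 1 Q103–GFP. Compounds were tested in titration.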
SMN2 splice enh – increases expression of the SMN2 splice variant; HEK293 SMN2-luciferase splicing reporter, luminescence, 30-36 h; Potency, µM (doses to about 46.1 µM), without a hit: at the highest dose activity change, positive = activation, usual class: activators; 210,000 compounds, 2.8% hits; further: % of control where 0% means no effect; nearly all actives have a fitted effect of over 55% in size
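HEK293 cells carry an SMN2 […]–luciferase reporter in which exon 7 inclusion puts luciferase in frame. Cells were plated 10-12 h before compound addition, then incubated 30-36 h at 37C. ONE-Glo luminescence was read; sodium butyrate at 4.5 mM final served as control.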
* = called active by the depositor; ? = inconclusive; / = not tested or not shown; & = joins results of further samples; [ ] = remark or other dose. Unless noted, the call rests on the fitted dose curve; in most records, active means well fitted curve in the direction sought with a large enough effect; inconclusive means small, poorly fitted or top-dose-only effect, or another doubt; inactive means no such curve, though single readings can be large; an effect the other way counts as inactive or inconclusive. Potency means the concentration at half of the fitted maximal effect. Only part of the results is shown; count on the stated rates, not on these rows.

compound,Tau FP inhib,Tau fibril ThT,HTT ATP protect,Tau fluor cs,JMJD2E inh,ALDH1A1 inh,HTT aggregate,SMN2 splice enh
COc1ccc(-n2c(C)cc(C3=NNC(=NC4CC4)SC3)c2C)cc1,-18%,?,-111%[inhibitor],-20%,?,?,-4%,4µM*
CCn1c(=NC(=O)c2ccco2)sc2cccc(F)c21,-8%,?,3%[10 µM],-9%,?,?,-32%,16µM*
CCOC(=O)N/N=C1/C[C@@H](O)[C@@H](O)[C@@H]2[C@@H]3C(=O)N(C[C@@H]4CCCO4)C(=O)[C@H]3CC[C@H]12,2%[11.6 µM],-17%[11.5 µM],-5%[10 µM],-19%[11.6 µM],/,1%[13.5 µM],/,/
COc1ccc([N+](=O)[O-])cc1NC(=O)c1ccco1,2%,8%,-2%[10 µM],6%,-17%,5%,4%[9.22 µM],/
O=C(Cc1cc(=O)[nH][nH]1)N/N=C/C(Cl)=C/c1ccccc1,?,2.8µM*,13%&-11%,?,-17%&11%,-6%&7%,7%&-9%,?
CN(C(=O)c1ccccc1Cl)c1ccccc1,0%,0%,2%[10 µM],5%,16%,0%,2%,-3%
Cc1ccc(Cn2ccsc2=NC(=O)CCl)cc1,6%,-3%,-9%,-5%,-1%,10µM*,?,-40%[inhibitor]
COc1ccc(CCCc2nnc(SCC(=O)Nc3cccc(C)c3)o2)cc1C,-22%,-14%,/,-24%,/,/,/,-7%
O=[N+]([O-])c1cc(S(=O)(=O)Nc2cccc(Cl)c2)ccc1N/N=C/c1ccc(N2CCOCC2)cc1,1%,?,-1%[10 µM],?,1%,/,4%[9.22 µM],/
CCc1nnc(NC(=O)CN2C(=O)/C(=C/c3ccc(OC)c(OC)c3)SC2=S)s1,?,?,15%[10 µM],-20%,6%,-3%,5%,14%
CCn1c(=O)c2c3c(sc2n2cnnc12)CCC3,2%,-3%,-52%[inhibitor],-12%,12%,14%,-2%,7%
COc1ccc(C(C#N)C2(C)OCCO2)cc1OC (stereo not given),-2%,13%,1%,3%,5%,11µM*,2.5µM*,20%
NC(=O)N=Nc1c(O)[nH]c2c(Br)cc(Br)cc12,2%,?,-6%,-5%,0%,?,15%,0%
COc1ccc(/C=C/C(=O)NCc2cn(C)nc2C)cc1COc1ccc(Br)cc1,?,9%,-85%[inhibitor],-6%,-20%,-1%,-30%,-9%
N=c1oc2ccc3ccccc3c2cc1-c1nnc2n1CCCCC2,3%,6%,-17%[10 µM],8%,?,?,-3%,-10%
COc1ccc(-c2ccc(=O)n(Cc3ccc([N+](=O)[O-])cc3)n2)cc1,?,-11%,-17%,-22%,-4%,-7%,-24%,-32%[inhibitor]
CCOc1ncccc1C(=O)Nc1ccc(F)c(F)c1,-11%,-7%,25%[10 µM],-10%,5%,0%,9%,2%
COc1cccc(-c2nc(CS(=O)CC(=O)NCc3ccc4c(c3)OCO4)c(C)o2)c1 (stereo not given),11%,?,-10%,-13%,-3%,?,-3%,-11%
C[C@@H]1OC(Nc2ccc(N=Nc3ccccc3)cc2)[C@H](O)[C@H](O)[C@H]1O (stereo not given in full),?,?,8%[10 µM],-1%,2%,10%,8%[9.22 µM],/
S=C(Nc1ccccc1)N1CCCCCC1,4%,6%,-4%,2%,6%,?,11%,11%
O=C(N=Nc1c(O)[nH]c2ccccc12)c1ccc2c(c1)OCO2,-9%,?,-170%[inhibitor],-13%,1%,-4%,-6%,11µM*
Cc1ccc(NC(=O)c2ccc(OCc3c(C)noc3C)cc2)cc1,-11%,-7%,2%[10 µM],-13%,5%,9%,-13%[9.22 µM],/
COC(=O)CN1C(=S)N(Cc2ccccc2)C(=O)C1CC(=O)Nc1ccc(OC)cc1 (stereo not given),4%,4%,-32%[10 µM],-1%,6%,10%,5%,-21%
CS(=O)(=O)N(Cc1ccccc1)c1ccc(C(=O)NCC2CCCO2)cc1 (stereo not given),-4%,-2%,-2%,-5%,0%,8%,-8%,18%
CCCNc1nc2c(c(=O)[nH]c(=O)n2C)n1CCCc1ccccc1,2%,1%,-11%,4%,4%,1%,2%,13%
CCn1c(SCC(=O)Nc2ccc3c(c2)OCO3)nnc1-c1ccccc1O,11%,-3%,6%,-6%,1%,?,-14%,-5%
CCn1c(Cc2ccc(OC)cc2)nnc1SCC(=O)Nc1cccc(C(=O)OC)c1,5%,2%,-17%[10 µM],3%,5%,-1%,-30%,-5%
O=C(Cc1ccccc1Cl)N1CCN(c2ccccn2)CC1,15%,1%,/,7%,?,?,8%,-19%
COc1ccc2c(c1)c1c(c(=O)n(Cc3ccccc3)c(=O)n1CC(=O)NCc1ccccc1Cl)n2C,-3%,-6%,/,-11%,/,/,/,22%
CC(C)(C)C1C=C(Sc2ccccc2)C(=O)O1 (stereo not given),-7%,4%,/,4%,8%,-7%,13%,-19%
CCN1CCN(C(c2cccs2)C(C)NC(=O)c2ccccc2)CC1 (stereo not given),-3%,-9%,22%,-2%,-26%,3%,1%,2%
CCc1c(C)nn(C(=O)/C(C#N)=C\N(C)C)c1C,1%,0%,-28%,3%,3%,6%,17%,2%
COc1ccc(CNS(=O)(=O)c2cc(OCC(N)=O)c(C)cc2Cl)cc1,0%,-3%,-8%,-5%,-4%,-12%,-1%,-1%
Cc1cccc(C(=O)Nc2sc3c(c2C(=O)O)CCC3)c1,?,?,-5%[10 µM],-16%,-7%,/,16%[9.22 µM],/
O=C(N/N=C/C(c1ccccc1)c1ccccc1)c1ccccc1F,6%,10%,-3%[10 µM],7%,16%,-5%,19%,12%
O=C(NCc1ccc2c(c1)OCO2)C1CCCN(S(=O)(=O)c2cccnc2)C1 (stereo not given),-7%,-4%,14%[10 µM],-9%,7%,4%,32µM*,7%
CCN(CC)S(=O)(=O)c1cc(NC(=O)CNc2c(C)n(C)n(-c3ccccc3)c2=O)ccc1C,2%,-1%,7%,-2%,3%,?,-6%,-8%
CCn1nc(C)c(CNC(=O)CC2C(=O)NCCN2CC(C)C)c1C (stereo not given),-1%,2%,-5%[10 µM],15%,?,?,24%[9.22 µM],/
Cn1c(=O)cc(OCCCC(=O)NC2CCCC2)c2ccccc21,2%,-12%,-30%,-2%,0%,3%,33%,16µM*
Cn1c(=O)oc2cc(S(=O)(=O)N3CCCC(C(=O)NCCc4ccccc4)C3)ccc21 (stereo not given),-12%,-1%,/,-11%,/,/,/,-3%
O=S(=O)(c1ccccc1)c1cc(O)ccc1O,-10%,-8%,11%[10 µM],-9%,-2%,-8%,10%[9.22 µM],/
CC(C)C(NC(=O)C1CCCCC1)C(=O)NCc1ccccn1 (stereo not given),-4%,-10%,-3%,2%,1%,5%,-10%,-6%
COc1ccc(NC(=O)/C=C/c2cccc(F)c2)cn1,13%,-6%,/,-17%,-6%,-3%,-1%,11µM*
COc1cc(N)ccc1NC(=O)c1cccs1,11%,?,3%,-13%,-15%,-14%,7%,?
CCOC(=O)c1cccc(NC(=O)C(Cc2ccccc2)NS(=O)(=O)c2cccc3nsnc23)c1 (stereo not given),-14%,-7%,/,?,/,/,/,-64%[inhibitor]
CCN(C(=O)c1cc2c(=O)oc3ccc(C)cc3c2s1)c1ccccc1C,-4%,3%,/,-1%,/,/,/,3%
COc1ccc2nc(NC(=O)c3nc(SCc4cccc(C)c4)ncc3Cl)sc2c1,-8%,-1%,/,-3%,/,/,/,11%
O=C(O)C1CCN(C(=O)NC2CCCCC2)CC1,8%,-8%,-11%,0%,1%,7%,-5%[9.22 µM],-5%
C/C(=N\NC(=S)Nc1ccccc1C)C1Cc2ccccc2C(=O)O1 (stereo not given),-4%,-12%,6%[10 µM],-5%,2%,?,6%[9.22 µM],/
COc1cc(OC)nc(NC(=O)CS(=O)(=O)c2ccccc2)n1,?,4%,-8%[0.074 µM],-5%,4%,-9%,15%,1%

Further entries follow.
compound,Tau FP inhib,Tau fibril ThT,HTT ATP protect,Tau fluor cs,JMJD2E inh,ALDH1A1 inh,HTT aggregate,SMN2 splice enh
Cc1ccc(S(=O)(=O)N2CCN(c3cc4c(cc3[N+](=O)[O-])n(C)c(=O)n4C)CC2)cc1,5%,?,?,-12%,3%,?,?,-42%[inhibitor]
Cc1ccc(S(=O)c2ccc(NC(=O)C3CC3)cc2C#N)cc1 (stereo not given),-4%,-2%,-51%[inhibitor],-18%,1%,-9%,?,-62%[inhibitor]
CCOc1ccc(-c2cc(NC(=O)c3c(F)cccc3F)c(C(=O)OC)s2)cc1,-11%,-3%,/,-24%,/,/,/,14%
CCN1C(=O)[C@H]2[C@H]3[C@H](O)[C@H](O)C/C(=N/O[C@@H]4O[C@@H](COC(C)=O)[C@@H](OC(C)=O)[C@@H](OC(C)=O)[C@H]4OC(C)=O)[C@@H]3CC[C@@H]2C1=O,-2%[11.6 µM],0%[11.5 µM],-1%[10 µM],-2%[11.6 µM],/,8%[13.5 µM],/,/
Cc1ccc(NC(=O)c2ccccc2Br)c(C(=O)c2ccccc2)c1,-6%,-8%,/,-21%,/,/,/,-25%
CC(=O)Nc1ccc(C(=O)N2CC(=O)NC(=O)C2)cc1,3%,4%,19%[10 µM],8%,1%,/,6%[9.22 µM],/
CC1(C)NC(=O)N(CC(=O)OCC(=O)Nc2sccc2C#N)C1=O,-5%,-11%,28%[10 µM],-2%,3%,-5%,-10%,-2%
C#CC[N+](C)(C)CC#Cc1ccc(C)cc1,7%,7%,-24%,8%,3%,1%,?,-9%
COc1ccc(-c2cc(C(F)(F)F)nc(SCCC(=O)Nc3ccc(OC)c(OC)c3)n2)cc1,14%,?,/,?,/,/,/,-10%
